# BRCA1 expr act: activators of BRCA1 expression | MCF7-BRCA1-FFLuc reporter, luminescence, 48 h; response scale: scaled: vehicle 0%, 10 µM genistein 100% | Potency, µM (top dose mostly 46.1 µM), for inactives: at the highest dose activation, most hits filed as activators | 1.1% of 380,000 active | AID 624202; note: nearly all actives have a fitted effect of over 80% in size; some results filed as inactive show a strong effect at the top dose
#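 Quantitative HTS in MCF7 cells stably reporting BRCA1 expression via firefly luciferase. Compound treatment lasts 48 h at 37 °C in phenol-red free MEM. Activation is expressed relative to genistein at 10 microM and DMSO.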
# MLL CXXC-DNA inh: inhibitors of human MLL CXXC domain-DNA interaction | Q03164 | MLL-CXXC / FITC-HOXA9 DNA fluorescence polarization | Potency, µM (top dose mostly 115 µM), for the others: at the highest dose activity change, negative = inhibition, hits mostly inhibitors | 0.037% of 290,000 active; active = well fitted inhibition curve with a large enough effect in the polarisation, with a control signal flat, not every such curve was filed as active; inconclusive = small, poorly fitted or top-dose-only effect, or effect the other way, or a change in a side signal; inactive = no such curve, though single readings can be large or run the other way; the % refers to the polarisation
#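 Purified MLL-CXXC (added from a 7 uM solution) was preincubated 5 min at ambient with pinned compounds in 50 mM Tris-HCl pH 7.5, 50 mM NaCl, 1 mM DTT, 0.05% BSA. Fluorescein-labeled HOX-A9 DNA (50 nM solution) followed, 30 min, then polarization read.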
# VP16 counter: counter-screen for ROR gamma inhibitors: Gal4-VP16 reporter. Drosophila S2 Gal4-VP16 UAS-luciferase, luminescence, 20 h. Potency, µM (series often up to 53.6 µM), inactives show at the highest dose activity, negative = inhibition, most hits filed as inhibitors. 3.5% of 310,000 active;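 note: Gal4-VP16 expression switched on by copper sulfate through the metallothionein promoter; % is set by controls: 0 for no effect and ±100 for the full control effect; nearly all actives have a fitted effect of over 50% in size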
# FLuc modulator: counter-screen for miR-21 project: firefly luciferase inhibitors or activators; P08659; purified FLuc, Km substrates, luminescence inhibition; Potency, µM (series often up to 57.5 µM), without a hit: at the top dose activity change, negative = inhibition, usual class: inhibitors; 6.9% of 360,000 active; AID 588342;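 note: plate controls were vehicle for no effect and reference inhibitor for full effect; nearly all actives have a fitted effect of over 55% in size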
# Target sequence (P08659 whole entry, looked up): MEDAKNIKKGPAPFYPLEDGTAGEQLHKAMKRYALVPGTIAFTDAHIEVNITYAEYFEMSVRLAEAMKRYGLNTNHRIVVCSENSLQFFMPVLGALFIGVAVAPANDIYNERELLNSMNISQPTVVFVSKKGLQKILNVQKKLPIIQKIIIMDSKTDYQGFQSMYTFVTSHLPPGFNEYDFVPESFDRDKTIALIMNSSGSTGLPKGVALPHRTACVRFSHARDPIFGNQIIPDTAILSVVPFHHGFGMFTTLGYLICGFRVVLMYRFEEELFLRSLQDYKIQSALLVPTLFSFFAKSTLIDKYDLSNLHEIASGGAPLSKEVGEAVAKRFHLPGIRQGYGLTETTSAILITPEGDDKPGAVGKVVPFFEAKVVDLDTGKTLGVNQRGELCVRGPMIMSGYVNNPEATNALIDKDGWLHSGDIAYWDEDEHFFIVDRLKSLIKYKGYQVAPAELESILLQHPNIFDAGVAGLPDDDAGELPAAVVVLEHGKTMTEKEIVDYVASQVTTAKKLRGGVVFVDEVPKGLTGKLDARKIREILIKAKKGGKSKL
#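 Biochemical qHTS of compounds, final roughly 60 µM downward over six points, against 10 nM purified firefly luciferase using Km concentrations of substrates (10 uM D-luciferin, 10 uM ATP) in Tris acetate pH 7.5 buffer; luminescence output.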
# RORgamma inh: inhibitors of mouse ROR gamma transcriptional activity. Drosophila S2 Gal4-RORgamma UAS-luciferase reporter, 20 h. Potency, µM (titrated, usually from 53.6 µM), inactives show at the top dose activity change, negative = inhibition, hits mostly inhibitors. AID 2551. 5.4% of 310,000 active; note: % is set by controls: 0 for no effect and ±100 for the full control effect; nearly all actives have a fitted effect of over 60% in size
# Target sequence (P51450 whole entry, looked up, the tested form may be a part): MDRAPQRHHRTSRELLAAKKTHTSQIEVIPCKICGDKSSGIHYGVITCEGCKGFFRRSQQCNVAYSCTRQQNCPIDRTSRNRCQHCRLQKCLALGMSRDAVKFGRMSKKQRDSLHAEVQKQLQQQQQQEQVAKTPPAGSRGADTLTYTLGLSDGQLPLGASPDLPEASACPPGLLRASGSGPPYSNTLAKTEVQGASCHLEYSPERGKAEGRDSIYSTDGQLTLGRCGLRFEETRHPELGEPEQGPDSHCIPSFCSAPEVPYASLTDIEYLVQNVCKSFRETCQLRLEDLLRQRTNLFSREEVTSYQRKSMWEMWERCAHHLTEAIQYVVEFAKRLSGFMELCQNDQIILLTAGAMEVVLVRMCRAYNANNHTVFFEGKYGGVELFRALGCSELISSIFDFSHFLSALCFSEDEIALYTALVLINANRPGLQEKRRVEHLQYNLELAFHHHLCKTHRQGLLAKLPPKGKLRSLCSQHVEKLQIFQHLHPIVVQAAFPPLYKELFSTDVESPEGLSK
#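 ROR gamma transcriptional activity was tracked as Gal4-UAS luciferase output in stably transfected Drosophila Schneider cells, with compound added 1 hr before 700 uM copper sulfate induction and a 20 hr ambient-temperature incubation.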
# p53 reactivation: re-activators of mutant p53; H1299 p53-A138V BP100-luciferase reporter, luminescence, 24 h; Potency, µM (series often up to 92.2 µM), for inactives: top-dose activity change, positive = activation, most hits filed as activators; 0.063% of 320,000 active; note: % of control where 0% means no effect; nearly all actives have a fitted effect of over 45% in size
#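 H1299 (p53-null), stable ts p53-A138V + BP100-Luc; 1000 cells/well, Opti-MEM/10% FBS; cpd 4 pt, 1:5; 24 h, 37 deg C, 5% CO2; detection reagent 10 min RT; luminescence.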
# uPA generation: blocks generation of uPA at the cell surface. Potency, µM (top dose mostly 38.3 µM), inactives show at the highest dose activity change, negative = inhibition, actives largely listed as inhibitors. cell surface uPA generation assay, qHTS. 0.31% of 330,000 active; active = well fitted inhibition curve with a large enough effect; inconclusive = small, poorly fitted or top-dose-only effect; inactive = no such curve, though single readings can be large or run the other way; tested in mouse RAW 264.7 cells; note: % is set by controls: 0 for no effect and ±100 for the full control effect; nearly all actives have a fitted effect of over 55% in size
# MBNL1 CUG block: blocks human MBNL1 binding to CUG repeat RNA; TR-FRET MBNL1-His/biotin-(CUG)12 binding, 665/545 ratio; 0.036% of 280,000 active; AID 2675; Potency, µM (highest dose often 57.5 µM), for the others: at the highest dose activity change, negative = inhibition, usual class: inhibitors; active = well fitted inhibition curve with a large enough effect in the signal ratio, with a control signal flat, not every such curve was filed as active; inconclusive = small, poorly fitted or top-dose-only effect, or effect the other way, or a change in a side signal; inactive = no such curve, though single readings can be large or run the other way; the % refers to the signal ratio; note: % is set by controls: 0 for no effect and ±100 for the full control effect
#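 Inhibition of protein-RNA binding appears as loss of TR-FRET between terbium anti-His antibody on MBNL1-His and streptavidin-XL665 on biotin-(CUG)12. Activity is normalized to buffer-only and uninhibited-complex controls.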
# ELG1 genotoxic: induces genotoxicity in HEK293T cells with luciferase-tagged ELG1; HEK293T ELG1-luciferase reporter, luminescence, 16 h; Potency, µM (series often up to 46 µM), for inactives: top-dose activity change, positive = activation, actives largely listed as activators; 1.3% of 330,000 active; note: % of control where 0% means no effect; nearly all actives have a fitted effect of over 60% in size
#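 After overnight (16 hr) compound treatment at 37 °C, ELG1-luciferase HEK293T cells were lysed with ONE-Glo; luminescence quantified 30 min later at room temperature.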
# Rab9 promoter act: activates the Rab9 promoter; Huh7 Rab9 promoter-luciferase reporter, luminescence, 24 h; Potency, µM (titrated, usually from 9.22 µM), inactives show at the top dose activation, negative = inhibition, most hits filed as activators; 2.8% of 320,000 active; note: % of control where 0% means no effect; nearly all actives have a fitted effect of over 60% in size
#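 Huh7 cells stably carrying a Rab9 promoter-luciferase reporter, 1500 cells per well in OP-MEM I with 10% FBS, treated with compound 24 hours at 37C. Luciferase activity read by luminescence after 10 minutes with Amplite reagent.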
# NPC1 prom act: NPC1 promoter activation; Huh7 NPC1 promoter luciferase reporter, 24 h; Potency, µM (titrated, usually from 9.22 µM), without a hit: at the top dose activation, actives largely listed as activators; 2.4% of 320,000 active;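 note: % of control where 0% means no effect; nearly all actives have a fitted effect of over 60% in size; reporter is driven by a mutant NPC1 promoter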
#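 Huh7 cells stably carrying NPC1 promoter–luciferase, plated in Opti-MEM with 10% FBS for 2 h, were exposed to compound in DMSO for 24 h at 37 °C; luciferase reagent was added for 10 min and luminescence read.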
# Active calls of the source: *; ? = inconclusive; . = no result given; [ ] = dose if it differs, or a comment. Unless noted, calls come from the whole dose curve; as a rule, active = well fitted curve in the direction sought with a large enough effect; inconclusive = small, poorly fitted or top-dose-only effect, or another doubt; inactive = no such curve, though single readings can be large; an effect the other way counts as inactive or inconclusive. Potency is the fitted concentration of half-maximal effect. The list is partial; rates above refer to the full screens.
SMILES,BRCA1 expr act,MLL CXXC-DNA inh,VP16 counter,FLuc modulator,RORgamma inh,p53 reactivation,uPA generation,MBNL1 CUG block,ELG1 genotoxic,Rab9 promoter act,NPC1 prom act
Fc1ccccc1OCCCn1ccnc1,-2%,-10%,0%,-10%,-25%,.,21%,2%,1%,1%,-9%
CN(C)C(CNC(=O)c1cc2ccccc2oc1=O)c1ccccc1 (configuration not stated),?,-1%,?,15µM*,11%,?,-2%,?,?,?,3.5µM*
COC1(NC(=O)c2ccccc2)C(C)=CC(=O)C=C1C,-14%,5%,-12%,-7%,1%,-1%,-1%,2%,4%,2%,1%
Cc1ccc(SC(C)C(=O)NC(N)=O)c(C)c1 (configuration not stated),0%,1%,7%,-1%,-9%,-1%,16%,-4%,2%,-4%,-8%
Nc1nc(-c2ccc(Cl)cc2)nn1C(=O)c1ccco1,-18%,61%[activator],0%,0%,-13%,-5%,-3%,-11%,3%,-3%,-1%
COc1ccccc1C(=O)NCCCNC(=O)c1cccnc1,2%,1%,-5%,1%,6%,4%,-2%,-3%,3%,0%,-1%
CCOC(=O)/C=C1\SCC(=O)N1CC(=O)NCCc1ccc(F)cc1,4%,3%,1%,-3%,8%,-1%,5%,-8%,1%,-7%,-1%
CCOc1cc(C(=O)N=c2sccn2C)ccc1OC(F)F,?,8%,-10%,-18%,?,5%,5%,-1%,0%,?,11%
CC(C)N(Cc1ccccc1)C(=S)Nc1cccnc1,4%,-16%,-11%,1%,-11%,-11%,-1%,5%,-2%,-2%,-3%
CC1Cc2ccccc2N1S(=O)(=O)c1cccc2nsnc12 (configuration not stated),-13%,2%,-1%,-2%,-16%,-8%,5%,?,-4%,0%,1%
CCc1ccc(NC(=O)C2CCCN2c2nn3c(=O)cc(C)nc3s2)cc1 (configuration not stated),7%,.,4%,0%,-30%,.,-15%,-9%,5%,-3%,-3%
Cc1cccc(CN(C(=S)Nc2c(C)cccc2C)c2cccnc2)c1,-12%,-4%,-8%,3%,42%,-8%,-3%,0%,0%,-2%,-3%
COc1cc(NC(=O)c2ccco2)c(OC)cc1NC(=O)Nc1ccc(Cl)cc1,-12%,11%,-17%,-1%,22%,-8%,1%,-13%,7%,0%,-4%
CCn1c(N)c(C(=O)COC(=O)CCc2nc3ccccc3c(=O)[nH]2)c(=O)[nH]c1=O,0%,.,.,0%,.,5%,-4%,.,2%,0%,-2%
Cc1ccc(S(=O)(=O)NCCCOC(=O)Nc2ccncc2)cc1,-14%,10%,-4%,4%,43%,-4%,0%,8%,-11%,-3%,-2%
CCCCn1c(-c2sccc2C)n[nH]c1=S,-2%,1%,11µM*,-7%,5µM*,0%,0%,-1%,-1%,-9%,-12%
Cc1c(C#N)c(O)n(CCO)c(=O)c1N=Nc1ccc(S(N)(=O)=O)cc1,-12%,8%,4%,3%,0%,-3%,3%,?,17%,11%,-4%
Cc1cc(C)n2[nH]c(=O)c(N=Nc3ccccc3)c2n1,-7%,7%,-4%,-4%,5%,-5%,5%,?,3%,-3%,4%
O=C(Nc1ccc(N2CCOCC2)c(Cl)c1)c1cccc(F)c1,?,-7%,?,4.3µM*,-11%,?,-3%,1%,2.3µM*,1.6µM*,1.1µM*
Fc1c(F)c(F)c(NC2=NCCCCC2)c(F)c1F,0%,-2%,7%,0%,-18%,3%,1%,-8%,1%,0%,3%
CCN(CC(=O)Nc1ccccc1C(F)(F)F)C(=O)CCOc1ccccc1C,-25%,.,.,9%,.,-6%,2%,.,37%,-1%,-4%
O=c1c2ccccc2ncn1/N=C/c1ccccc1,?,20%,?,1.7µM*,10µM*,14%,-4%,8%,3.7µM*,0.45µM*,1µM*
CS(=O)(=O)N(CC(=O)N1CCN(Cc2ccccc2)CC1)c1cccc(Cl)c1,-5%,8%,8%,1%,-1%,-6%,6%,8%,-4%,-1%,-4%
Cc1ccc(C2(O)CN(c3ccccc3)C3=[N+]2CCS3)cc1 (configuration not stated),2%,4%,3%,-1%,?,30%,0%,-1%,-1%,-2%,-5%
O=C(Cc1cccs1)Nc1cccc(-c2ccc3nncn3n2)c1,-26%,-2%,-22%,1%,22%,-1%,1%,?,-4%,-7%,-1%
# More entries follow:
SMILES,BRCA1 expr act,MLL CXXC-DNA inh,VP16 counter,FLuc modulator,RORgamma inh,p53 reactivation,uPA generation,MBNL1 CUG block,ELG1 genotoxic,Rab9 promoter act,NPC1 prom act
CN(C)c1ccc(S(=O)(=O)NCC(=O)N2CCN(c3ccccc3)CC2)cc1[N+](=O)[O-],0%,.,.,5%,.,4%,-1%,.,-8%,-3%,1%
Cc1ccc(-c2cc(-c3ccco3)c(C#N)c(=O)[nH]2)cc1,-17%,-7%,-20%,-13%,?,1%,1%,?,0%,-10%,-3%
CSc1nc(=O)n(-c2ccccc2)c(C)c1C(C)=O,9%,-2%,-2%,?,-5%,15%,.,-14%,2%,9%,2%
COc1ccc(Cn2nnnc2C(c2ccccc2Cl)N2CCN(C3CCCC3)CC2)cc1 (configuration not stated),-45%,4%,1%,0%,?,2%,-5%,0%,1%,-2%,1%
COc1ccc(-c2csc(NC(=O)CSc3nc(C)nc4sc(C(=O)O)c(C)c34)n2)cc1,0%,?,4%,27µM*,-14%,-1%,3%,3%,1%,-3%,-2%
O=C(Cc1c[nH]c2ccccc12)N1CCN(S(=O)(=O)c2ccc(Cl)cc2)CC1,-15%,.,.,-2%,.,2%,3%,.,-4%,-1%,-2%
O=C(NC1c2ccccc2-c2ccccc21)c1ccccc1,0%,12%,-10%,0%,-3%,-3%,16%,.,-2%,-1%,-1%
N#Cc1ccc(C[C@H](C(=O)O)N2C(=O)c3ccc(C(=O)O)cc3C2=O)cc1,.,.,2%,3%,3%,.,.,.,.,0%,3%
Cc1ccc(C(=O)N/N=C/c2ccc3c(c2)OCO3)o1,83%,4%,?,6µM*,-39%,29%,?,?,?,2.8µM*,3.2µM*
Cc1cc(OCC(=O)Nc2cccc(S(=O)(=O)NC3=NCCCCC3)c2)ccc1Cl,-3%,-8%,19%,17µM*,?,9%,-13%,-6%,-5%,0%,0%
COc1ccc(Br)cc1S(=O)(=O)NCc1ccccn1,-1%,-2%,-13%,2%,?,.,?,6%,-1%,-5%,-6%
C=CCSc1nc(N(CC)CC)c2sccc2n1,-25%,1%,-17%,0%,11µM*,1%,-9%,8%,-2%,-3%,-4%
CCc1ccc(NC(=O)COc2ccc3c(c2)OCO3)cc1,0%,0%,-16%,27µM*,-7%,22%,-20%,4%,?,14%,27%
COc1ccc(CCN=C(N)NS(=O)(=O)c2ccc3ccccc3c2)cc1,-45%,125%[activator],-20%,-12%,?,-6%,-5%,3%,-1%,-4%,-1%
N#CCCN(C(=O)COC(=O)C1CCN(S(=O)(=O)c2ccc3c(c2)OCCO3)CC1)c1ccccc1,-19%,.,.,12%,.,4%,-1%,.,1%,2%,-8%
Oc1c(Br)cc(Br)c(/C=N/n2c(-c3ccccc3)n[nH]c2=S)c1Br,-48%,?,-9%,-27%,?,5%,1%,-7%,-3%,-3%,-2%

# Entries of single compounds as entered above. Order of screens: BRCA1 expr act, MLL CXXC-DNA inh, VP16 counter, FLuc modulator, RORgamma inh, p53 reactivation, uPA generation, MBNL1 CUG block, ELG1 genotoxic, Rab9 promoter act, NPC1 prom act
# CN(C)c1ccc(S(=O)(=O)NCC(=O)N2CCN(c3ccccc3)CC2)cc1[N+](=O)[O-] is listed as 0%, ., ., 5%, ., 4%, -1%, ., -8%, -3%, 1%
# O=C(Cc1c[nH]c2ccccc12)N1CCN(S(=O)(=O)c2ccc(Cl)cc2)CC1 is listed as -15%, ., ., -2%, ., 2%, 3%, ., -4%, -1%, -2%
# Cc1ccc(-c2cc(-c3ccco3)c(C#N)c(=O)[nH]2)cc1 is listed as -17%, -7%, -20%, -13%, ?, 1%, 1%, ?, 0%, -10%, -3%
# Oc1c(Br)cc(Br)c(/C=N/n2c(-c3ccccc3)n[nH]c2=S)c1Br is listed as -48%, ?, -9%, -27%, ?, 5%, 1%, -7%, -3%, -3%, -2%

# In a second layout: two of the compounds above
canonical_smiles | BRCA1 expr act | MLL CXXC-DNA inh | VP16 counter | FLuc modulator | RORgamma inh | p53 reactivation | uPA generation | MBNL1 CUG block | ELG1 genotoxic | Rab9 promoter act | NPC1 prom act
N#Cc1ccc(C[C@H](C(=O)O)N2C(=O)c3ccc(C(=O)O)cc3C2=O)cc1 | . | . | 2% | 3% | 3% | . | . | . | . | 0% | 3%
Cc1ccc(C(=O)N/N=C/c2ccc3c(c2)OCO3)o1 | 83% | 4% | ? | 6µM* | -39% | 29% | ? | ? | ? | 2.8µM* | 3.2µM*
